GAA glycogen: alters human alpha-glucosidase cleavage of glycogen; P10253; recombinant GAA, glycogen substrate, Amplex Red glucose oxidase fluorescence; Potency, µM (titrated, usually from 76.4 µM), for the others: at the top dose activity change, negative = inhibition, most hits filed as inhibitors; 0.38% of 300,000 active; AID 2100; active means well fitted inhibition curve with a large enough effect;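 further: 0% = full enzyme reaction and -100% = no-enzyme basal signal; the screen sought inhibitors and activators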
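Natural-substrate format: glycogen cleavage by 4 nM human enzyme, glucose read by Amplex Red coupling (Ex 573, Em 610 nm). Normalized to enzyme and no-enzyme controls.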
Numbers without * were called inactive; [ ] = another dose, or the depositor's remark. Potency means the concentration at half of the fitted maximal effect. This is a subset, so the mix of outcomes need not match the whole.

The first four entries, ahead of the listing:
SMILES	GAA glycogen
Cc1cccn2c(NC(=O)c3ccccc3F)c(-c3ccccc3)nc12	-6%
COc1ccc(OC)c(NC(=O)CSc2nccn2Cc2ccco2)c1	0%[76.3 µM]
Cc1ccccc1NS(=O)(=O)c1ccc2c(c1)oc(=O)n2C	5%
CCOc1ccc(CNC(=O)C2CCN(c3nnc(C)c4c(C)n(-c5ccc(C)cc5)nc34)CC2)cc1	-4%[76.3 µM]

The whole of this part, previewed entries included:
SMILES	GAA glycogen
Cc1cccn2c(NC(=O)c3ccccc3F)c(-c3ccccc3)nc12	-6%
COc1ccc(OC)c(NC(=O)CSc2nccn2Cc2ccco2)c1	0%[76.3 µM]
Cc1ccccc1NS(=O)(=O)c1ccc2c(c1)oc(=O)n2C	5%
CCOc1ccc(CNC(=O)C2CCN(c3nnc(C)c4c(C)n(-c5ccc(C)cc5)nc34)CC2)cc1	-4%[76.3 µM]
Cc1ccccc1N1CC(C(=O)Nc2nnc(SCCN3CCOCC3)s2)CC1=O (configuration not stated)	-4%[76.3 µM]
COc1ccccc1N1CCN(C(=O)c2sc3ncn(CC(=O)N4CCC(C)CC4)c(=O)c3c2C)CC1	-3%[76.3 µM]
COc1cccc(-n2nnnc2SCC(=O)Nc2ccc(OC)cc2OC)c1	0%[76.3 µM]
CCOC(=O)c1ccccc1NC(=O)[C@@H]1CCCN1C(=O)OC(C)(C)C	2%
O=C(CCCC(=O)Nc1ccc(Br)cc1)N/N=C/c1ccccc1	-2%[76.3 µM]
NS(=O)(=O)c1ccc(NC(=S)NC(=O)C2CCCC2)cc1	-2%[76.3 µM]
O=C(CCNC(=O)c1ccc([N+](=O)[O-])cc1)NNC(=O)c1ccncc1	-8%[76.3 µM]
CN(CCO)c1nc(NCc2ccccc2)c2cnn(C)c2n1	0%[76.3 µM]

Some of the entries so far, as comma-separated lines.
Compound,GAA glycogen
COc1ccccc1N1CCN(C(=O)c2sc3ncn(CC(=O)N4CCC(C)CC4)c(=O)c3c2C)CC1,-3%[76.3 µM]
CCOC(=O)c1ccccc1NC(=O)[C@@H]1CCCN1C(=O)OC(C)(C)C,2%

Next entries:
SMILES	GAA glycogen
COc1cc(C)c(Cl)cc1S(=O)(=O)N1CCSC1	-7%[76.3 µM]
Cc1ccc(NC(=O)C(C)Sc2nnc(C)n2C)cc1 (configuration not stated)	6%[76.3 µM]
CCC1(C)Cc2ccccc2-c2nc(SC)[nH]c(=O)c21 (configuration not stated)	-5%
O=C(c1ccc([N+](=O)[O-])cc1)N1CCN(C(=O)C2CCCCC2)CC1	0%[76.3 µM]
O=C1CSC(c2ccccc2)N1CCc1ccccc1 (configuration not stated)	15%[76.3 µM]
COc1ccc(CCCC(=O)NCCc2ccccc2)c(C)c1	11%[76.3 µM]
CN(C)C(=O)c1cc(C(=O)c2ccc(C(F)(F)F)cc2)c[nH]1	1%
O=C(O)c1ccc(NC(=O)c2cn(-c3ccccc3)nc2-c2cccc(Cl)c2)cc1	8%[76.3 µM]
CC1CN(C(=O)c2ccc(NS(=O)(=O)c3cccc(Cl)c3)cc2)CC(C)O1 (configuration not stated)	6%[76.3 µM]
Cc1ccc(C(=O)NC2CCN(CC(=O)Nc3ccccc3Cl)CC2)cc1	2%[76.3 µM]
CCOC(=O)Cc1ccc(NC(=O)N2CC(C)Oc3ccc(Cl)cc32)cc1 (configuration not stated)	14%[76.3 µM]
COc1ccc(OCc2cc(C(=O)N(C)Cc3cnccn3)no2)c(Cl)c1	-3%[76.3 µM]
COc1ccc2c(c1)C=C(CN1CCN(Cc3ccccc3C)C(CCO)C1)CO2 (configuration not stated)	2%[76.3 µM]
Cc1ccc2c(CNCCc3ccco3)c(C(=O)O)n(Cc3ccc(F)cc3)c2c1	-10%[76.3 µM]
Cc1ccc(CS(=O)Cc2ccc(C(=O)NC3CCC(C)CC3)o2)cc1 (configuration not stated)	0%[76.3 µM]
O=c1[nH]c(-c2ccccc2)c(-c2ccccc2)o1	-2%
COc1ccc(CNC(=O)C23CC4CC(CC(Br)(C4)C2)C3)cc1	0%
Cc1ccc(CN2C(=O)CSC(C)C2=O)cc1 (configuration not stated)	1%
C/C(=N/NS(=O)(=O)c1ccc(Br)cc1)c1c[nH]c2ccccc12	-4%[76.3 µM]
CCOc1cc(/C=C2\C(=N)N3N=C(CC)SC3=NC2=O)ccc1OCCOc1ccc(NC(C)=O)cc1	-4%
CCC1CN(C(=O)N2CCC(C(=O)N3CCN(c4cccc(C)c4C)CC3)CC2)c2ccccc2O1 (configuration not stated)	1%[76.3 µM]
O=S(=O)(NCc1ccccc1)c1ccc(Br)s1	-15%[76.3 µM]
COc1ccc(CNc2nc(-c3ccco3)nn2S(=O)(=O)c2ccc3ccccc3c2)cc1OC	-6%[76.3 µM]
COc1ccc(S(=O)(=O)N2CCCC2)c2ccccc12	0%[76.3 µM]
COc1ccc(C(C(=O)NC2CCCCC2)N(C(=O)c2snc(C(N)=O)c2N)c2ccc(OC)cc2OC)cc1 (configuration not stated)	9%
COc1cc(Cl)ccc1OCc1cc(C(=O)N2CCCC(OC)C2)no1 (configuration not stated)	-1%[76.3 µM]
CCc1cc(-c2nnc(SCC(=O)NC3CC3)n2C)cs1	-9%[76.3 µM]
CC(=O)Nc1ccc(S(=O)(=O)N2CCN(C(=O)N3CCCC3)CC2)cc1	-10%
Clc1ccc(SCCOCCN2CCOCC2)cc1	6%[76.3 µM]
Cc1cccc(N(Cc2cc(=O)[nH]c3ccccc23)C(=O)CCl)c1	0%
CCCCCCCCCCCCN1C/C(=C\C(=O)OCC)c2cc(C(F)(F)F)ccc2S1(=O)=O	-13%[76.3 µM]
O=C(c1cn(CC2CCCCC2)nn1)N1CCN(c2ccc(F)cc2)CC1	-8%[76.3 µM]
Cc1ccc(S(=O)(=O)NCc2ccccc2)cc1C(=O)N(C)Cc1ccc(F)cc1	-12%[76.3 µM]
Cc1cccc(N2CCN(S(=O)(=O)c3cc4c(cc3Cl)NC(=O)CO4)CC2)c1C	-6%[76.3 µM]
COC(=O)c1cc(S(=O)(=O)N2CCN(c3cccc(C)c3C)CC2)c[nH]1	-3%[76.3 µM]
O=C(CCN1C(=O)/C(=C/c2ccccc2)SC1=S)NCCCN1CCOCC1	3%
CCCn1cc(S(=O)(=O)c2ccc(CC)cc2)c(=O)c2cc(F)c(N(CC)CC)cc21	-7%[76.3 µM]
COc1ccc(Cl)cc1N1C(=NC(=O)C2CCCCC2)SC2CS(=O)(=O)CC21 (configuration not stated)	-7%[76.3 µM]
Cc1c(OCC(=O)NC(Cc2ccc(Cl)cc2)C(=O)O)ccc2c(-c3ccccc3)cc(=O)oc12 (configuration not stated)	8%[76.3 µM]
CC(=O)c1ccc(S(=O)(=O)N2CCCC(N(C)CCc3ccccn3)C2)cc1 (configuration not stated)	0%[76.3 µM]
Cn1ccsc1=NC(=O)c1ccc(CS(C)(=O)=O)cc1	12%
O=C(NCCNC(=O)c1ccco1)c1ccco1	11%
COc1ccccc1C(=O)NCCC(=O)Nc1ncccc1O	-8%[76.3 µM]
COCCCNC(=O)C1c2ccccc2Oc2ccccc21	17%[76.3 µM]
CC(=O)c1ccc(NC(=O)CSc2cn[nH]n2)cc1	0%
CCN(CC)c1ccc2cc(-c3nc(-c4cccs4)no3)c(=O)oc2c1	16%[76.3 µM]
Cn1cnnc1SCC(=O)Nc1ccc(S(N)(=O)=O)cc1	-10%[76.3 µM]
O=C(c1ccc(Br)cc1)N(Cc1cccs1)c1ccc(F)cc1	-7%[76.3 µM]
CCN(CC)CCN(C(=O)/C=C/c1cccs1)c1nc2ccc(Cl)cc2s1	-29%[76.3 µM]
COc1ccccc1CNC(=O)c1sccc1C	-11%
O=C(CCc1ccccc1)N=C1SC2CS(=O)(=O)CC2N1c1ccc(F)cc1 (configuration not stated)	3%[76.3 µM]
Cc1ccccc1CC(=O)NCc1cccnc1	-7%[76.3 µM]
COc1cccc(CC(=O)NC2CCCN(Cc3ccccc3F)C2)c1 (configuration not stated)	0%[76.3 µM]
COc1ccc(N(CC(=O)NCc2ccccc2OC)S(=O)(=O)c2ccc(C)cc2)cc1Cl	-8%[76.3 µM]
COc1ccc(Nc2cc(C)c3cc(NC(=O)c4ccccc4Cl)ccc3n2)cc1	0%[76.3 µM]
CCC(C(=O)OCC(=O)N(CCOC)c1c(N)n(Cc2ccccc2)c(=O)[nH]c1=O)c1ccccc1 (configuration not stated)	-3%[76.3 µM]
Cc1cccc(NC(=O)C(=O)NNC(=O)c2ccc(C(C)(C)C)cc2)c1	-7%
O=C(CNC(=O)Cc1ccccc1)N=Nc1c(O)[nH]c2ccccc12	-3%
N#Cc1cnc(NCc2ccc(Cl)cc2Cl)nc1	2%
Cc1[nH]c2ccccc2c1C(=O)C(=O)N1CCN(c2ccccc2F)CC1	-9%[76.3 µM]

Single values from the list:
Under GAA glycogen, COc1cccc(CC(=O)NC2CCCN(Cc3ccccc3F)C2)c1 (configuration not stated) has 0%[76.3 µM]
Under GAA glycogen, O=C(CCc1ccccc1)N=C1SC2CS(=O)(=O)CC2N1c1ccc(F)cc1 (configuration not stated) has 3%[76.3 µM]

Carrying on:
SMILES	GAA glycogen
COCC(C)N1CCC(n2nccc2NC(=O)CCCc2ccccc2)CC1 (configuration not stated)	0%[76.3 µM]
COc1ccc(CCc2nc(-c3cccs3)no2)cc1	0%[76.3 µM]
O=C(Nc1ccc([N+](=O)[O-])cc1)c1cccc(S(=O)(=O)Nc2ccccn2)c1	-9%[76.3 µM]
Cc1ccc(CNC(=O)C2CCN(c3ncnc4c3nc3n4CCCCC3)CC2)cc1	12%[76.3 µM]
NC(=O)CC(NC(=O)c1cccc(Br)c1)c1ccc(NC2CCC2)c([N+](=O)[O-])c1 (configuration not stated)	21%[76.3 µM]
Cc1cc(C)cc(NC(=O)Cn2c(=O)n(-c3ccc(C)c(C)c3)c(=O)c3oc4ccccc4c32)c1	-12%[76.3 µM]
Cc1cc2oc(=O)cc(CN3CCCCC3C)c2cc1C (configuration not stated)	-1%
COC(=O)C1=C(C)N(Cc2ccccc2)C(=NCCc2c[nH]c3ccccc23)N[C@H]1c1ccccc1	-15%[76.3 µM]
Cc1c(C)c2c(OCC(=O)N3CCC(C(=O)O)CC3)cc3c(c2oc1=O)CCC(C)(C)O3	17%[76.3 µM]
Cn1c(=O)n(Cc2ccccc2)c(=O)c2c1nc1n2CCN1c1ccccc1	-8%[76.3 µM]
CC(C(=O)c1ccc(-c2ccccc2)cc1)[n+]1cccc(Br)c1 (configuration not stated)	7%
CSc1nc2c(c(=O)[nH]c(=O)n2C)n1Cc1ccccc1	1%[76.3 µM]

Shown as a markdown table: six of the compounds above.
| structure | GAA glycogen |
| --- | --- |
| Cc1ccc(CNC(=O)C2CCN(c3ncnc4c3nc3n4CCCCC3)CC2)cc1 | 12%[76.3 µM] |
| NC(=O)CC(NC(=O)c1cccc(Br)c1)c1ccc(NC2CCC2)c([N+](=O)[O-])c1 (configuration not stated) | 21%[76.3 µM] |
| Cc1cc(C)cc(NC(=O)Cn2c(=O)n(-c3ccc(C)c(C)c3)c(=O)c3oc4ccccc4c32)c1 | -12%[76.3 µM] |
| Cc1cc2oc(=O)cc(CN3CCCCC3C)c2cc1C (configuration not stated) | -1% |
| COC(=O)C1=C(C)N(Cc2ccccc2)C(=NCCc2c[nH]c3ccccc23)N[C@H]1c1ccccc1 | -15%[76.3 µM] |
| Cc1c(C)c2c(OCC(=O)N3CCC(C(=O)O)CC3)cc3c(c2oc1=O)CCC(C)(C)O3 | 17%[76.3 µM] |

(listing goes on)
SMILES	GAA glycogen
Cc1ccc(C(=O)NC(C)c2ccc(S(N)(=O)=O)cc2)s1 (configuration not stated)	2%[76.3 µM]
COc1cc2c(cc1OC)/C(=C/C(=O)c1ccc(F)cc1)NCC2	-6%
O=C(O)c1cc(NC(=O)c2ccc([N+](=O)[O-])cc2)cc(NC(=O)c2ccc([N+](=O)[O-])cc2)c1	1%
CCC1(c2ccccc2)NC(=O)N(CC(=O)Nc2ccc(S(N)(=O)=O)cc2)C1=O (configuration not stated)	4%[76.3 µM]
